PTAP TSG101 blk: blocks PTAP/TSG101 interaction to inhibit HIV-1 budding | 340,000 tested, under 10 active | Fluorescence polarization, FITC-PTAP peptide / Tsg101 binding | AID 493005 | Potency, µM (doses to about 115 µM), without a hit: top-dose activity change, negative = inhibition, most hits filed as inhibitors | Q99816; active = well fitted inhibition curve with a large enough effect in the main read-out, with a control signal flat, not every such curve was filed as active; inconclusive = small, poorly fitted or top-dose-only effect, or effect the other way, or a change in a side signal; inactive = no such curve, though single readings can be large or run the other way; note: potency is the fitted concentration of half-maximal effect; % of control where 0% means no effect
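FP read-out: FITC-PTAP peptide, 50 nM final, binding Tsg101 binding domain, 10 uM final; 20 min, r.t.; 10 mM HEPES pH 7.5, 0.15 M NaCl, 0.01% Tween 20, 3 mM EDTA, 0.1 mM TCEP.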
GALK inh: blocks human galactokinase activity; actives 0.007% (n = 270,000); Potency, µM (highest dose often 57.5 µM), for the others: at the highest dose activity change, negative = inhibition, usual class: inhibitors; Purified GALK, Kinase-Glo residual ATP luminescence; note: potency is the fitted concentration of half-maximal effect; % is set by controls: 0 for no effect and ±100 for the full control effect
Target sequence (P51570 whole entry, looked up): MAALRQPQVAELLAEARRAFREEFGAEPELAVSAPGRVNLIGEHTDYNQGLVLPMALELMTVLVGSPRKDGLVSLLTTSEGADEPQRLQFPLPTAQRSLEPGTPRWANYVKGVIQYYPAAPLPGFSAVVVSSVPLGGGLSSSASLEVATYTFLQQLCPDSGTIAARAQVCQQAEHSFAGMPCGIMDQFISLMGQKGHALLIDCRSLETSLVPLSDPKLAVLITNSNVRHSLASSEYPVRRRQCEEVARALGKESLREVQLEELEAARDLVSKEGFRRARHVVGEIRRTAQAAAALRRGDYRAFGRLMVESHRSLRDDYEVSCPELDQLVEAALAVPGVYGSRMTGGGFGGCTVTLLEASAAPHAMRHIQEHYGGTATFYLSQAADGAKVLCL
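Luminescence from leftover ATP (Ultra-Glo luciferase/luciferin) served as read-out after a 1 h room-temperature reaction of 5 nM GALK with 35 uM ATP and 100 uM galactose.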
PKM2 activator: PKM2 (human) enzyme activation. purified PKM2, Kinase-Glo ATP luminescence, activation; response scale: 0% is enzyme alone, no compound. Potency, µM (series often up to 57.5 µM), for inactives: at the highest dose activation, most hits filed as activators. actives 0.34% (n = 260,000); note: potency is the fitted concentration of half-maximal effect; % is set by controls: 0 for no effect and ±100 for the full control effect; nearly all actives have a fitted effect of over 55% in size
Target sequence (P14618 whole entry, looked up): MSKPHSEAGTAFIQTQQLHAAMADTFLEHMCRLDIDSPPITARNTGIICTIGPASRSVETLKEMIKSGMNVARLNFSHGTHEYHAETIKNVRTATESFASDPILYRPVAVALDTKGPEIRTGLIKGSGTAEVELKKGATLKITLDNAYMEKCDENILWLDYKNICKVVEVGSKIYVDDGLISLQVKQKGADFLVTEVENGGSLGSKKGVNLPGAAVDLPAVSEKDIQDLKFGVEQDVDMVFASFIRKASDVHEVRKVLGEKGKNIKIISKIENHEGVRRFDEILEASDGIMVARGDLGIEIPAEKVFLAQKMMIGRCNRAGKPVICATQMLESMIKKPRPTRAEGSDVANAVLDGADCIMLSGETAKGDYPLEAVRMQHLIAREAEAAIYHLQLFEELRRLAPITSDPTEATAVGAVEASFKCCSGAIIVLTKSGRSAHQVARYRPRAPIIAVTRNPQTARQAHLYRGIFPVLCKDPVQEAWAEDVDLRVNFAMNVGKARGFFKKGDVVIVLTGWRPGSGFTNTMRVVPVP
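Purified hPK-M2 (>95% pure) converted ADP (0.1 mM final) to ATP with 0.5 mM PEP in 50 mM imidazole pH7.2, KCl, MgCl2, Tween 20, BSA; 1 h at room temperature. ATP detected by Kinase-Glo luminescence.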
BCR signal inh: blocks chronic active B-cell receptor signaling; ABC-DLBCL IkBa-CBG/CBR reporter, luminescence ratio, 4 h; Potency, µM (series often up to 46.1 µM), for the others: top-dose ratio change, negative = lower green/red ratio, actives largely listed as inhibitors; actives 0.05% (n = 340,000); AID 493014; active = well fitted inhibition curve with a large enough effect in the signal ratio, with a control signal flat, not every such curve was filed as active; inconclusive = small, poorly fitted or top-dose-only effect, or effect the other way, or a change in a side signal; the % refers to the signal ratio;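 note: potency is the fitted concentration of half-maximal effect; plate controls were basal doxycycline-induced cells for no effect and cells given 10 µM MG132 for full effect; MG132 reads +100%, hits lower the ratio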
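Doxycycline induced both beetle luciferases in TMD8 lymphoma cells; IKK-driven degradation limits the IkappaBalpha-fused green signal, while red luminescence normalises for cell number and nonspecific effects. Compounds tested up to 46 uM, 4 hrs.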
Giardia kill: kills Giardia lamblia; actives 0.15% (n = 340,000); AID 540267; activity change, % at 7.66 µM, hits read low; Giardia lamblia trophozoite viability; in the data active = activity change below about -80%; inconclusive = between about -30% and that limit;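 note: parasites exposed to compound for two days anaerobically before the ATP read; % is set by controls: 0 for no effect and ±100 for the full control effect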
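Trophozoite viability was measured as ATP-dependent luminescence, read 15-30 min after reagent addition. Before that, parasites at 100 cells/well were exposed to compounds for 48 h, anaerobically, at 37 deg C.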
FBPA coupling cs: inhibits coupling enzyme system, counter-screen for aldolase hits; coupling enzyme system counterscreen, AmpLite Red fluorescence; activity change, negative = inhibition, % at 58.2 µM, hits read low; actives 0.67% (n = 290,000); AID 2472; in the data active = activity change below about -30%; note: % is set by controls: 0 for no effect and ±100 for the full control effect
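Coupling enzymes only (glyceraldehyde-3-phosphate) + compound, at 57.5 uM final, 10 min RT; add substrate/coupling/AmpLite Red mix, 20 min RT; fluorescence ex 525/em 598 nm. Actives flag coupling-system interference.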
ASM inhibitor: blocks human secretory acid sphingomyelinase. placental ASM, HMU-PC fluorogenic substrate, 60 min. Potency, µM (titrated, usually from 57.5 µM), inactives show at the top dose activity change, negative = inhibition, hits mostly inhibitors. actives 0.006% (n = 340,000); note: potency is the fitted concentration of half-maximal effect
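Fluorescence read-out (Ex 386 nm, Em 447 nm) after stopping the reaction at pH 10. Enzyme: ASM from human placenta; substrate HMU-PC0, 9 uM final; 60 min, 37 °C. Compound preincubation 10 min, ambient temperature.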
Tb PFK inh: inhibitors of T. brucei phosphofructokinase; Potency, µM (series often up to 57.5 µM), inactives show at the highest dose activity, negative = inhibition, usual class: inhibitors; actives 0.17% (n = 330,000); T. brucei PFK, ADP-Glo luminescence; O15648;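 note: potency is the fitted concentration of half-maximal effect; 0% = uninhibited 1x PFK enzyme wells and -100% = no-enzyme wells; nearly all actives have a fitted effect of over 60% in size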
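Activity is normalized to no-enzyme wells (full inhibition) and 1.25 nM enzyme wells (no inhibition). Reaction: 0.5 mM F6P, 0.1 mM ATP, 45 min RT, ADP-Glo luminescence; concentration-response curves fitted and classed by quality.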
Integrin act MD: integrin-mediated muscular dystrophy alleviation activation. Potency, µM (doses to about 38.3 µM), inactives show at the top dose activation, actives largely listed as activators. alpha7betagal myoblasts, beta-gal FDG fluorescence, 48 h. AID 624291. actives 0.064% (n = 350,000);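 note: potency is the fitted concentration of half-maximal effect; 100% = response of the positive control SU9516; nearly all actives have a fitted effect of over 60% in size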
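alpha7betagal+/- myoblasts (passage 13, 250/well) treated 48 h at 37C with compounds at 1:260 dilution of DMSO stock. Lysed, then beta-galactosidase activity read as FDG fluorescence (ex 480/em 540) after 30 min, with pre-read for autofluorescence.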
Menin MLL FP TR: displaces Texas Red mutant MLL peptide from human menin; O00255; Menin + Texas Red MLL mutant peptide, fluorescence polarization; Potency, µM (highest dose often 61.6 µM), inactives show at the top dose FP activity change, negative = inhibition, most hits filed as inhibitors; actives 0.23% (n = 270,000); AID 1768; active = well fitted inhibition curve with a large enough effect in the polarisation, with a control signal flat, not every such curve was filed as active; inconclusive = small, poorly fitted or top-dose-only effect, or effect the other way, or a change in a side signal; inactive = no such curve, though single readings can be large or run the other way; the % refers to the polarisation; note: potency is the fitted concentration of half-maximal effect; % of control where 0% means no effect; many of its hits are not listed in these tables
B2AR arrestin: recruits beta-arrestin to the human beta2-adrenergic receptor | P07550 | beta-arrestin recruitment to beta2AR, cell-based reporter | Potency, µM (series often up to 46.1 µM), inactives show at the top dose activation, hits mostly activators | actives 0.02% (n = 330,000) | AID 492947;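 note: potency is the fitted concentration of half-maximal effect; 0% = DMSO controls and full agonism = EC100 isoproterenol or metaproterenol; nearly all actives have a fitted effect of over 65% in size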
Active calls of the source: *; ? = inconclusive; / = no result given; [ ] = another dose, or the depositor's remark. Unless noted, calls come from the whole dose curve; as a rule, active = well fitted curve in the direction sought with a large enough effect; inconclusive = small, poorly fitted or top-dose-only effect, or another doubt; inactive = no such curve, though single readings can be large; an effect the other way counts as inactive or inconclusive.

SMILES	PTAP TSG101 blk	GALK inh	PKM2 activator	BCR signal inh	Giardia kill	FBPA coupling cs	ASM inhibitor	Tb PFK inh	Integrin act MD	Menin MLL FP TR	B2AR arrestin
CC(C)NC(=O)NC(=O)COC(=O)c1cccc(S(=O)(=O)N2CCCCC2)c1	-5.9%	1.5%	-13.7%	0.0%	-11.2	-1.2	-0.1%	0.4%	-5.7%	-18.7%	2.7%
CC(=O)NCCOc1ccc2oc3ccccc3c2c1	-0.5%	-4.2%	-7.1%	/	-4.3	-0.1	1.6%	/	-13.3%	15.4%	/
Cc1nn(C)c(Oc2ccccc2)c1CCNC(=O)CC(C)C	-4.7%	1.7%	-8.6%	-1.0%	1.8	-1.2	2.3%	-7.5%	13.0%	-7.0%	-0.3%
COC(=O)CN1C(=O)C(O)=C(C(C)=O)C1c1ccc([N+](=O)[O-])cc1 (centres undefined)	-2.1%	-0.8%	-4.8%	13.4%	-9.4	3.4	5.6%	-8.8%	0.0%	11.3%	-0.9%
O=C(COC(=O)[C@H](Cc1c[nH]c2ccccc12)NC(=O)c1ccc(Cl)cc1)Nc1ccc2c(c1)OCO2	-2.9%	1.5%	1.2%	?	4.6	1.1	?	-0.1%	1.7%	?	-0.8%
O=C(c1cc2ccccc2oc1=O)N(Cc1cccs1)CC1CCCO1 (centres undefined)	-0.7%	0.5%	0.5%	1.5%	-5.5	3.0	4.0%	-1.9%	-21.6%	?	-0.2%
Cc1ccc(NC(=S)Nc2ccc(S(=O)(=O)Nc3ncccn3)cc2)c(C)c1	-3.9%	-0.7%	-0.1%	1.1%	6.3	4.1	2.2%	3.9%	-7.4%	/	-0.6%
O=C(NN1C(=O)/C(=C/c2ccc(O)cc2)SC1=S)c1cccc(O)c1	26.1%	-7.7%	5.0%	1.9%	13.7	4.2	?	-6.0%	-13.0%	?	-0.5%
Cc1ccc(CN2C(=O)C(C)(C)Oc3ccc(C(=O)N4CCCCC4)cc32)cc1	-1.8%	-1.2%	1.1%	-0.2%	-6.4	0.1	1.1%	-0.8%	-10.4%	-9.0%	0.2%
Cc1c(C=O)c2ccccn2c1C(=O)c1ccc(F)cc1	2.8%	-0.7%	/	?	-4.4	-0.2	-4.9%	-3.3%	-4.6%	-18.3%	0.4%
CC(=O)c1c(C)[nH]c(C(=O)CN2C(=O)NC(C)(c3ccc(C)cc3)C2=O)c1C (centres undefined)	-1.6%	4.1%	0.1%	0.2%	10.2	-1.2	-0.8%	9.9%	23.8%	64.3%[activator]	0.2%
C/C(=N/OCc1ccc(Br)cc1)c1ccccn1	-0.6%	1.2%	-17.8%	-13.2%	?	-1.8	1.3%	-2.7%	-16.4%	-10.0%	0.1%
O=C(NNS(=O)(=O)c1ccc2ccccc2c1)c1cc(-c2ccccn2)nc2ccccc12	-0.6%	-0.3%	-3.3%	-0.3%	5.3	1.6	?	-2.3%	-17.3%	15.9%	-1.0%
COc1ccc(OCCOc2ccc(C)nc2[N+](=O)[O-])cc1	0.7%	2.4%	3.8%	?	-0.6	1.2	-2.5%	-3.1%	5.7%	12.7%	0.1%
O=C(O)c1cc(-c2cccs2)nn1-c1ccc(F)cc1	-5.8%	-1.6%	-2.0%	17.5%	9.9	7.7	-2.0%	-10.0%	-5.6%	6.5%	-0.7%
O=C(CSc1ccc2c(c1)OCCO2)Nc1ncccc1O	-6.5%	/	/	?	-24.6	/	2.7%	-18.6%	-1.4%	/	-1.2%
COc1ccc(NC(=O)CSc2nc(N)c(NC(=O)c3ccccc3F)c(=O)[nH]2)cc1	/	1.1%	-1.8%	0.1%	1.2	6.7	-0.1%	-6.6%	?	-5.1%	-0.9%
CC1Sc2ccc(S(=O)(=O)N3CCC(C(=O)N4CCN(C)CC4)CC3)cc2NC1=O (centres undefined)	-0.8%	3.4%	/	-0.4%	7.1	/	4.5%	-6.5%	17.9%	/	0.2%
CCOc1ccc(N(C)S(=O)(=O)c2ccc(C)c(C(=O)Nc3nnc(C4CC4)s3)c2)cc1	2.7%	/	/	?	7.3	/	-5.3%	-2.4%	0.0%	/	0.1%
Cc1ccc(C(=O)Nc2cccc(C(F)(F)F)c2)cc1Nc1ncnc2nc[nH]c12	/	4.4%	-1.6%	-10.3%	/	0.1	/	-2.3%	?	/	-0.3%

Molecules shown so far with an aryl thioether with sulfur outside any ring, in the order listed:
SMILES	PTAP TSG101 blk	GALK inh	PKM2 activator	BCR signal inh	Giardia kill	FBPA coupling cs	ASM inhibitor	Tb PFK inh	Integrin act MD	Menin MLL FP TR	B2AR arrestin
O=C(CSc1ccc2c(c1)OCCO2)Nc1ncccc1O	-6.5%	/	/	?	-24.6	/	2.7%	-18.6%	-1.4%	/	-1.2%
COc1ccc(NC(=O)CSc2nc(N)c(NC(=O)c3ccccc3F)c(=O)[nH]2)cc1	/	1.1%	-1.8%	0.1%	1.2	6.7	-0.1%	-6.6%	?	-5.1%	-0.9%

(more compounds)
SMILES	PTAP TSG101 blk	GALK inh	PKM2 activator	BCR signal inh	Giardia kill	FBPA coupling cs	ASM inhibitor	Tb PFK inh	Integrin act MD	Menin MLL FP TR	B2AR arrestin
COC(=O)C1C(c2ccccc2)C(C(=O)N2CCOCC2)C1c1ccccc1 (centres undefined)	-6.4%	1.9%	3.0%	3.6%	3.1	3.0	-1.3%	-2.9%	21.2%	-0.6%[11.7 µM]	0.0%
CCCOc1ccc(C2=NNC(c3cccs3)=Nc3ccc(OC)cc32)cc1	-1.8%	-0.3%	-16.6%	?	-8.2	-0.9	-3.0%	-2.4%	-28.2%	0.3%	-1.0%
CCN1CCSc2ccc(C(=O)NCc3ccccc3C)cc21	-0.4%	/	0.6%	?	10.7	-5.6	/	1.9%	-20.7%	-2.8%	-0.1%
O=C(N/C(=C\c1ccccc1)C(=O)N1CCN(CCO)CC1)c1ccccc1	-3.8%	/	4.5%	2.4%	-5.4	3.0	7.8%	-4.8%	22.2%	-2.1%	-0.8%
N#CC(C#N)=C/C(C#N)=C(/N)N1CCN(c2ccc(Cl)cc2)CC1	-4.0%	/	-11.1%	-2.2%	-5.7	-1.4	-3.3%	-2.7%	-1.7%	?	0.3%
Cc1ccnc(NC(=O)c2cc(-c3ccc(Cl)s3)nc3ccccc23)c1	1.1%	/	/	1.9%	15.7	/	198.2%[activator]	5.7%	3.2%	/	-0.4%
c1ccc(-c2noc(C3CCC3)n2)nc1	-1.0%	6.8%	-11.6%	9.1%	-19.7	3.0	-4.5%	-5.6%	6.3%	/	-0.1%
CCN(CC(=O)Nc1ccccc1OC)C(=O)/C=C/c1cccs1	-9.9%	/	/	-1.0%	-3.7	/	-3.4%	-6.9%	-21.0%	/	0.1%
Cc1cccc2nc(-c3ccco3)c(Nc3ccccc3)n12	-1.0%	-1.6%	-2.2%	?	5.0	0.0	11.6%	-4.7%	7.3%	-21.7%	-1.4%
CCC(C)NC(=O)CN(c1cc(C)ccc1OC)S(C)(=O)=O (centres undefined)	-1.9%	-4.5%	1.4%	8.2%	7.2	-1.9	1.2%	2.9%	-15.4%	13.3%	-0.1%
CN(C)CCN(C(=O)/C=C/c1cccs1)c1nc2ccc(F)cc2s1	-2.6%	0.2%	-14.3%	?	35.7[activator]	1.7	1.8%	2.5%	-11.2%	1.4%	-0.3%
O=C1CC(NS(=O)(=O)c2cc(F)ccc2F)CN1c1ccc2c(c1)OCCO2 (centres undefined)	-0.8%	/	/	-12.1%	6.3	/	2.1%	-4.1%	13.1%	/	0.3%
N#C/C(=C\c1cn(CCOc2ccccc2)c2ccccc12)C(=O)NCc1cccs1	-1.5%	0.6%	-5.3%	?	-10.7	-4.5	11.6%	2.1%	-0.6%	-15.2%	-0.5%
COc1ccc(OC)c(-c2csc(NC(=O)Cc3ccccc3OC)n2)c1	-1.2%	-3.4%	/	16.1%	-6.7	-4.0	-3.2%	-2.8%	-14.6%	?	0.4%
CN(CC(=O)Nc1ccc(Cl)c(C(F)(F)F)c1)C(=O)CC1Sc2ccccc2NC1=O (centres undefined)	-0.6%	-9.3%	-4.2%	-17.2%	5.5	/	-20.2%	0.9%	-41.0%	/	-0.6%
Cc1ccnc(NS(=O)(=O)c2ccc(N3C(=O)C4CCCCC4C3=O)cc2)n1 (centres undefined)	-12.1%	17.8%	-3.5%	10.6%	-8.9	1.4	5.5%	-1.1%	-18.3%	-20.5%	-0.3%

A portion of the library. The share of hits here may be higher or lower than overall.
